Assay outcomes (PubChem BioAssay)
STK33 kinase inh: inhibitors of purified STK33 kinase, primary screen, biochemical, ADP-Glo luminescence, homogeneous, cell-free | Serine/threonine-protein kinase 33 (Homo sapiens), Q9BYT3 | MBP phosphorylation | inhibition, % at 10 µM | 320,000 compounds, 0.073% hits | AID 2661, 2010;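 active = inhibition at or above 25%, using the most active replicate where run in duplicate; inactive = inhibition below 25%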
Target sequence (Q9BYT3 whole entry, looked up): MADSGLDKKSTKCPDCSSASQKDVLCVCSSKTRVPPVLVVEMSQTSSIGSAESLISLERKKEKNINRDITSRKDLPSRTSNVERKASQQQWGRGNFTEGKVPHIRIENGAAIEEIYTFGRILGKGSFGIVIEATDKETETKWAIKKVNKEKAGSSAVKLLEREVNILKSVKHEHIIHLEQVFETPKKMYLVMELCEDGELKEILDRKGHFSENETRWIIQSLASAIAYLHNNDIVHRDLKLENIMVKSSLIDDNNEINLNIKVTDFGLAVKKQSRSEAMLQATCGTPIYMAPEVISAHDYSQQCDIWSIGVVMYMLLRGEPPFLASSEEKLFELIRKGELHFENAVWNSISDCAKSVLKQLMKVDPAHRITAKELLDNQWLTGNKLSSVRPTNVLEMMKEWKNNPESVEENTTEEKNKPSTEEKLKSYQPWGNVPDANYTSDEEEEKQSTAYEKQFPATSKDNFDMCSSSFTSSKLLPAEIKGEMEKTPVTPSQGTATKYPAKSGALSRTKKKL
CHT PAM: CHT positive allosteric modulators, primary screen, cell-based, membrane potential dye, choline EC20 | High affinity choline transporter 1 (Homo sapiens), Q9GZV3 | CHT-expressing cells; active compounds read high; LV-AA mutant CHT in HEK293 cells | B-score at 10 µM | 310,000 compounds, 0.49% hits | AID 488977, 2010;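 active = initial fluorescence not abnormally high and integrated response B-score, plate-corrected, over 3 SD above library mean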
Target sequence (Q9GZV3 whole entry, looked up): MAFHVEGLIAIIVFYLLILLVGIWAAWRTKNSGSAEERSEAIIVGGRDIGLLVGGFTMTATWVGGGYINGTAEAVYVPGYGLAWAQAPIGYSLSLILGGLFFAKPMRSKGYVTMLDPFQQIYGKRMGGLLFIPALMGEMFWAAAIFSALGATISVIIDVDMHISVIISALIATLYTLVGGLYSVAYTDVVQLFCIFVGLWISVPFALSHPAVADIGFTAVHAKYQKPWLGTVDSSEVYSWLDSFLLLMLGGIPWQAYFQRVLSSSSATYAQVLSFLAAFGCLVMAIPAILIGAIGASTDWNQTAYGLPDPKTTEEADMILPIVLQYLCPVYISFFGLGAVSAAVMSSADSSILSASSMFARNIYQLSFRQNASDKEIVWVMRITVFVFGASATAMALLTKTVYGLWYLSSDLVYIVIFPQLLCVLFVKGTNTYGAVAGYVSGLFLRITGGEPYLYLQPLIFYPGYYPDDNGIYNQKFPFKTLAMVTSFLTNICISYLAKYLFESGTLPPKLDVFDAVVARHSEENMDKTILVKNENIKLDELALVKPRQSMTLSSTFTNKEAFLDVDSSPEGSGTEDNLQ
CHT block: inhibitors of human choline transporter CHT; CHT-expressing cells, membrane potential dye, choline response; active compounds read low; B-score at 10 µM; 310,000 compounds, 0.86% hits; AID 488975, 2010;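 active = B-score over 3 SD under the library average, and starting fluorescence ratio not unusually high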;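 also: choline stimulus applied at its EC90 after an EC20 pre-addition; B-score computed on integrated fluorescence ratio after choline addition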
* hit, by the source's call; i = inactive; nt = no result given.

Fields: CHT block	CHT PAM	STK33 kinase inh
1) CCNc1nc(NC(C)C)nc(Oc2ccc(OCc3ccccc3)nn2)n1
→ i	i	-5.0
2) O=C(CS(=O)(=O)Cc1ccccc1)Nc1ccccn1
→ i	i	0.2
3) Cc1ccc(NS(=O)(=O)c2ccc(NC(=O)CN(c3cc([N+](=O)[O-])ccc3C)S(C)(=O)=O)cc2)c(C)c1
→ i	i	-0.1
4) Cc1ccccc1N1C(=O)C(Oc2ccc(Cl)cc2)C1CNCC1CCCO1 (stereo not drawn)
→ i	i	0.2
5) CCc1cccc2c(C(=S)N3CCOCC3)c[nH]c12
→ i	i	-1.9
6) CCN(CC)S(=O)(=O)c1cc(C(=O)NCCN2CCOCC2)ccc1Cl
→ i	i	-1.5
7) Cc1ccccc1OCC(=O)Nc1c2c(nn1C(C)(C)C)CS(=O)(=O)C2
→ i	i	-1.5
8) COc1cc(C=O)ccc1OS(=O)(=O)c1ccccc1[N+](=O)[O-]
→ i	i	1.7
9) c1ccc(CCNc2nc(-c3ccncc3)cs2)cc1
→ i	i	0.4
10) Cn1c(SC(C(=O)Nc2ccc(F)cc2)c2ccccc2)nc2ccccc21 (stereo not drawn)
→ i	i	-1.1
11) CC(=O)c1cccc(CN2CCCC(C(=O)c3ccc4c(c3)OCO4)C2)c1 (stereo not drawn)
→ i	i	0.3
12) CC(C)(C)OC(=O)NCCCC1=CC2=CC(=O)C(C)(OC(=O)c3ccc(Cl)nc3)C(=O)C2=CO1 (stereo not drawn)
→ i	i	-0.6
13) CN(C)/C=C/C(=O)c1ccccc1OCc1cnc(Cl)s1
→ i	i	nt
14) COc1ccc(NC(=O)Cn2c(=O)oc3cc(S(=O)(=O)N4CCCC4)ccc32)cc1
→ i	i	0.0
15) COc1ccc(C)cc1NC(=O)CCC(=O)Nc1nnc(C(F)(F)F)s1
→ i	i	-1.6
16) CNS(=O)(=O)c1cccc(C(=O)NNC(=O)c2ccc(COc3ccccc3)cc2)c1
→ i	i	-5.9
17) CCc1ccccc1NC(=S)Nn1cnnc1
→ i	i	-1.8
18) CCCC1C2C(=O)N(c3ccc(OC)cc3)C(=O)C2ON1c1ccccc1 (stereo not drawn)
→ i	i	-1.0
19) CCN1CCN(Cc2ccc(NC(=O)c3cc(NC(=O)c4cc(-c5ccc(OC)cc5)n[nH]4)cc(OC)c3)cc2C(F)(F)F)CC1
→ i	i	-1.3
20) CCN(CC)S(=O)(=O)c1ccc(N2CCOCC2)c(NC(=O)C2=COCCO2)c1
→ i	i	-0.3
21) Cc1ccc(NC(=O)Cn2c(=O)n(CCCC(=O)NCc3ccco3)c(=O)c3ccccc32)cc1
→ i	i	-0.1
22) Cn1c(SCC(=O)N2CCCc3ccccc32)nc2cccnc21
→ i	i	-0.9
23) CCCCNC(=O)c1ccc(Cn2c(=S)[nH]c3c([nH]c4ccc(OC)cc43)c2=O)cc1
→ i	i	-2.5
24) O=C(O)c1ccc(CNCc2ccc(Cl)cc2Cl)cc1
→ i	i	-1.8
25) Nc1nc(SCc2cccc(Br)c2)n[nH]1
→ i	i	3.5
26) CCN(CC)CCn1c2c(c(SCC(=O)Nc3ccc4c(c3)OCCO4)nc1=O)CCC2
→ i	i	0.5
27) CC(C)(C)OC(=O)NCCc1nnc(SCc2ccccc2Cl)o1
→ i	i	-0.6
28) COC(=O)c1cc(=O)c2cccc(OC)c2[nH]1
→ i	i	1.0
29) COc1ccc(S(=O)(=O)N2CCCC2)cc1C(=O)N1CCCCC1
→ i	i	-1.0
30) Cc1ccccc1OCC(=O)Nn1c(COc2ccccc2)nc2ccccc2c1=O
→ i	i	-1.4
31) O=C(COc1ccc(Br)cc1)N/N=C1/SCC(=O)N1Cc1ccco1
→ i	i	0.1
32) COC(=O)c1cc(C(=O)Nc2nc3ccccc3[nH]2)cc([N+](=O)[O-])c1
→ i	i	1.0
33) NS(=O)(=O)c1cccc(NC(=O)CN2CCc3ccccc32)c1
→ i	i	-0.6
34) COc1ccc(C2=NN(C)C(=NCc3ccccc3)SC2)cc1
→ i	i	-1.0
35) CCCC(=O)Nc1nnc(SCC(=O)N2CCCCC2)s1
→ i	i	-0.8
36) COc1ccc(C2C(C#N)=C(N)N(c3sc4c(c3C#N)CCCC4)C3=C2C(=O)CC(C)(C)C3)cc1 (stereo not drawn)
→ i	i	-1.6
37) CCOc1ncccc1C(=O)Nc1ccc2nc(C)sc2c1
→ i	i	6.1
38) O=C(Oc1c(Br)cc(C(=S)N2CCOCC2)cc1Br)c1ccc(Cl)cc1
→ i	i	-1.7
39) COc1cc(C(=O)Nc2cccc(NC(=O)c3cccs3)c2)cc(OC)c1OC
→ i	i	1.3
40) CCOC(=O)NC1(NC(C)C)Oc2ccccc2O1
→ i	i	1.1
41) CCC[n+]1c(C)sc2c3c(ccc21)CCCC3
→ i	11*	0.1
42) CCOC(=O)c1cnc2cc(Cl)c(OC)cc2c1NCC1CCCO1 (stereo not drawn)
→ i	i	-5.8
43) Cc1ccc(C(C)C)c(OCC(=O)N/N=C/C2CCCCC2)c1
→ i	i	-0.1
44) FC(F)(F)c1cc(C(F)(F)F)c2ccc(Oc3ccccc3)nc2n1
→ i	i	-1.4
45) O=C(COc1ccccc1)Nc1ccc(OC(F)(F)C(F)F)c(NC(=O)COc2ccccc2)c1
→ i	i	-0.3
46) O=C(NCC(c1ccco1)N1CCc2ccccc2C1)c1ccccc1Br (stereo not drawn)
→ i	i	0.4
47) O=C(/C=C/c1ccccc1Cl)N1CCOCC1
→ i	i	-2.3
48) c1csc(-c2ccn[nH]2)c1
→ i	i	-1.3
49) CCCCn1c(CCNC(=O)CCC)nc2ccccc21
→ i	i	-0.5
50) O=C(/C=N/NC(=O)c1ccc(Cl)cc1Cl)c1ccccc1
→ i	i	-1.0
51) Cc1cc(C)c2[nH]c(=O)c(=O)[nH]c2c1
→ i	i	-1.1
52) Cc1cc(C)c(/C=N/NC(N)=O)c(C)c1/C=N/NC(N)=O
→ i	6.4*	-1.3
53) O=C(Nc1nnc(SCc2ccccc2)s1)C1=COCCO1
→ i	i	0.8
54) CC1=CCCC(C)(C)C1/C=C/C(C)=N/NC(=O)c1ccncc1 (stereo not drawn)
→ i	i	0.4
55) OCC1(Cc2ccccc2F)CCCN(CC2CCCCC2)C1 (stereo not drawn)
→ i	i	nt
56) Cc1ccc(S(=O)(=O)N/N=C/c2cccc(OC3CSC3)c2)cc1
→ i	i	0.3
57) COc1ccccc1C(=O)NC(=O)COC(=O)CCOc1ccc(C)cc1
→ i	i	-0.1
58) CCC1=C2CC[C@H]3C(=O)N(c4ccccc4)C(=O)[C@H]3[C@H]2[C@@]2(C)C(=NCC3CC3)OC(=O)N2C1=O
→ i	i	-1.4
59) CCOc1ccc(/C=N/NC(=O)CC(=O)Nc2ccc(Cl)c(Cl)c2)cc1
→ i	i	-0.5
60) CCc1ccc(CNC(=O)CCn2nc(C)c3c(C)n(-c4ccccc4)nc3c2=O)cc1
→ i	i	-0.6

Part of the list above in order of SMILES length, rising.
Fields: CHT block	CHT PAM	STK33 kinase inh
48) c1csc(-c2ccn[nH]2)c1
→ i	i	-1.3
55) OCC1(Cc2ccccc2F)CCCN(CC2CCCCC2)C1 (stereo not drawn)
→ i	i	nt
43) Cc1ccc(C(C)C)c(OCC(=O)N/N=C/C2CCCCC2)c1
→ i	i	-0.1
54) CC1=CCCC(C)(C)C1/C=C/C(C)=N/NC(=O)c1ccncc1 (stereo not drawn)
→ i	i	0.4
56) Cc1ccc(S(=O)(=O)N/N=C/c2cccc(OC3CSC3)c2)cc1
→ i	i	0.3
60) CCc1ccc(CNC(=O)CCn2nc(C)c3c(C)n(-c4ccccc4)nc3c2=O)cc1
→ i	i	-0.6

(cont.)
Fields: CHT block	CHT PAM	STK33 kinase inh
61) CCOC(=O)c1nn(-c2ccc(F)cc2)c(=O)cc1OCC(=O)Nc1ccc(F)c(F)c1
→ i	i	nt
62) COc1cc(/C=N/NC(=O)Cc2csc(C)n2)ccc1OCC(C)C
→ i	i	-0.4
63) CC(=O)Nc1ccc(S(=O)(=O)Nc2nc3c(s2)CCCC3)cc1
→ i	i	-2.0
64) COc1cc(/C=C/C2=NC(=O)C(C)(C)O2)ccc1O
→ i	i	7.0
65) Nc1ccc(-c2cnc3ccccc3n2)cc1
→ i	i	4.6
66) COc1ccc2c3c(cccc13)OC2=O
→ i	i	-0.9
67) Cc1ccc(Cn2ccc(NC(=O)c3cc(CC(C)C)on3)n2)cc1
→ i	i	-0.1
68) Cc1nonc1C(=O)N/N=C/c1cccc(O)c1
→ i	i	-0.2
69) O=C(Nc1cccc(S(=O)(=O)N2CCOCC2)c1)c1ccccn1
→ i	i	0.7
70) COC(=O)N/N=C/c1cccs1
→ i	i	-1.1
71) O=C1CS/C(=C/C(=O)c2cccc(Cl)c2)N1
→ i	i	-0.3
72) Cc1cccnc1NC(=O)CNC(=O)C12CC3CC(CC(C3)C1)C2
→ i	i	nt
73) COc1ccc(CC(=O)Nc2cccc(/C(C)=N/NC(=O)C3(C)CC3(Br)Br)c2)cc1 (stereo not drawn)
→ i	i	-1.0
74) COc1ccc(CCNC(=O)c2cnn3cccnc23)cc1OC
→ i	i	-0.9
75) COC(=O)c1cccc(NC(=O)CSc2nc3cccnc3n2C)c1
→ i	i	-2.2
76) COc1ccc(-c2cc3c(=O)n(CC(=O)Nc4cccc(Cl)c4)nc(C)n3n2)cc1
→ i	i	-0.4
77) CCOC(=O)c1ccc(N(CC(=O)NC2CCCC2)C(=O)CNC(=O)c2ccco2)cc1
→ i	i	-1.2
78) CCOc1cc(NC(=S)NCc2ccco2)c(OCC)cc1NC(=O)CC
→ i	i	0.0
79) Cc1cccc(-n2c(SCC(N)=O)nc3c(c2=O)C2(CCCC2)Cc2ccccc2-3)c1
→ i	i	-0.7
80) Clc1cccc(OCCN2CCOCC2)c1
→ i	i	-1.1
81) CC(C)C(=O)Nc1nnc(CSCc2ccccc2F)s1
→ i	i	0.1
82) c1ccc2c(SCc3cn4ccccc4n3)nncc2c1
→ i	7.7*	0.1
83) Cc1c(CNCCCc2ccccc2)c(C(=O)O)c(C)n1Cc1ccccc1
→ i	i	-0.3
84) CC1=C(C#N)c2nc(N)c(C#N)c(C)c2/C1=C\c1ccc(C)cc1
→ i	i	-1.0
85) O=C(CS(=O)(=O)c1c[nH]c2ccccc12)Nc1ccc2c(c1)OCCO2
→ i	i	1.0
86) C=CCN(C(=O)CCC(=O)Nc1cc(C)on1)C(C(=O)NC1CCCC1)c1ccc(OC)c(OC)c1 (stereo not drawn)
→ i	i	-1.9
87) O=C(CN1CCCc2ccccc21)N/N=C/c1c(O)ccc2ccccc12
→ i	i	6.4
88) O=C(c1cc2nc(-c3ccc(F)cc3)cc(C(F)(F)F)n2n1)N1CCOCC1
→ i	i	-0.5
89) CC(C)OCCCNC1=C(Cl)C(=O)c2ccccc2C1=O
→ i	i	0.3
90) CC(NS(=O)(=O)CCNC(=O)c1ccccc1)c1ccccc1 (stereo not drawn)
→ i	i	-1.1
91) CCc1ccc(N2CC(C(=O)Nc3ccc(S(=O)(=O)Nc4ncccn4)cc3)CC2=O)cc1 (stereo not drawn)
→ i	i	-0.1
92) Cc1ccc(C2C(C#N)=C(N)Oc3n[nH]c(-c4cccnc4)c32)o1 (stereo not drawn)
→ i	i	-0.1
93) c1ccc(OCc2cc(-c3ccccc3)no2)cc1
→ i	i	-2.0
94) COc1ccccc1N1CCN(S(=O)(=O)c2cn(C)cn2)CC1
→ i	i	-0.4
95) CCCN1CCN(C(=S)NCc2ccc(Cl)cc2)CC1
→ i	i	-1.8
96) O=C1C(Cc2cccc([N+](=O)[O-])c2)SC(=Nc2ccccc2)N1c1ccccc1 (stereo not drawn)
→ i	i	1.2
97) O=C(NCc1ccccn1)C(F)(F)C(F)(F)C(=O)NCc1ccccn1
→ i	i	-2.3
98) CC(C)CCNC1c2ccccc2C(=O)N1Cc1ccccc1 (stereo not drawn)
→ i	i	-0.1
99) COc1ccc(CCNC(=O)c2ccccc2NC(=O)C2=C(C)OCCS2)c(OC)c1
→ i	i	-3.4
100) CC(c1ccon1)N(C)Cc1cn(Cc2ccccc2)nc1-c1ccc2c(c1)OCO2 (stereo not drawn)
→ i	i	-0.8
101) COc1ccc(C(=O)Nc2ccc(S(=O)(=O)Nc3cc(C)nc(C)n3)cc2)cc1OC
→ i	i	-0.4
102) CC(C)N(CCCNC(=O)C1CCN(C(=O)c2cc3sccc3n2C)CC1)Cc1ccccc1
→ i	i	2.9
103) O=C(N/N=C/c1cccc([N+](=O)[O-])c1)c1ccncc1
→ i	i	-0.9
104) CN1CCc2nc(SC(C(=O)O)c3ccccc3)c(C#N)c(-c3cccs3)c2C1 (stereo not drawn)
→ i	i	0.9
105) Cc1cc(Cl)ccc1N1C(=O)CC(NNC(=O)c2cccnc2)C1=O (stereo not drawn)
→ i	i	-1.7
106) OCC1(Cc2ccc(Cl)cc2)CCN(CC2CC=CCC2)CC1 (stereo not drawn)
→ i	i	-1.2
107) COc1cccc(C2=NOC(C(=O)N3CCN(c4ccccc4)CC3)C2)c1OC (stereo not drawn)
→ i	i	1.1
108) CCc1ccc(N2CC(C)Cn3c2nc2c3c(=O)n(CCN3CCOCC3)c(=O)n2C)cc1 (stereo not drawn)
→ i	i	2.4
109) CCC1(C)N=c2c(c(=O)n(C)c(=O)n2C)=NO1 (stereo not drawn)
→ i	i	-0.2
110) CN(NC(=O)c1ccccc1)c1ncc(C(F)(F)F)cc1Cl
→ i	i	0.4
